TR SRC2 fluor cs – alters Texas Red total fluorescence, flagging assay interference; TRb/SRC2 Texas Red total fluorescence interference; Potency, µM (titrated, usually from 106 µM), for inactives: at the highest dose fluorescence change, negative = quenching; 280,000 tested, 0.29% active; active = well fitted curve in either direction with a large enough effect; inconclusive = small, poorly fitted or top-dose-only effect
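Human TRβ ligand-binding domain (0.6 uM) and Texas Red SRC2 peptide (20 nM) in Tris buffer with 1 uM T3 and 5% DMSO were incubated with pinned compound for 5 hr at ambient temperature. Total fluorescence was computed as S + 2P (555/632 nm).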
ALDH1A1 block – inhibitors of human aldehyde dehydrogenase 1A1. AID 1030. Potency, µM (top dose mostly 75.3 µM), inactives show at the highest dose activity, negative = inhibition, actives largely listed as inhibitors. P00352. Purified ALDH1A1, NADH fluorescence, propionaldehyde substrate. 220,000 tested, 7.3% active; active = well fitted inhibition curve with a large enough effect, not every such curve was filed as active; inconclusive = small, poorly fitted or top-dose-only effect, or another doubt; inactive = no such curve, though single readings can be large or run the other way;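 note: plate controls were no enzyme wells and a reference inhibitor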
TRb SRC2 PPI – TRbeta-SRC2 interaction inhibition | AID 1469 | Potency, µM (highest dose often 106 µM), for inactives: at the top dose activity change, negative = inhibition, actives largely listed as inhibitors | 280,000 tested, 0.065% active | TRbeta-SRC2 peptide binding, fluorescence polarization; receptor liganded with 1 µM T3;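 note: plate controls were bound peptide for no effect and peptide without receptor for full effect; nearly all actives have a fitted effect of over 50% in size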
Target sequence (P10828 whole entry, looked up): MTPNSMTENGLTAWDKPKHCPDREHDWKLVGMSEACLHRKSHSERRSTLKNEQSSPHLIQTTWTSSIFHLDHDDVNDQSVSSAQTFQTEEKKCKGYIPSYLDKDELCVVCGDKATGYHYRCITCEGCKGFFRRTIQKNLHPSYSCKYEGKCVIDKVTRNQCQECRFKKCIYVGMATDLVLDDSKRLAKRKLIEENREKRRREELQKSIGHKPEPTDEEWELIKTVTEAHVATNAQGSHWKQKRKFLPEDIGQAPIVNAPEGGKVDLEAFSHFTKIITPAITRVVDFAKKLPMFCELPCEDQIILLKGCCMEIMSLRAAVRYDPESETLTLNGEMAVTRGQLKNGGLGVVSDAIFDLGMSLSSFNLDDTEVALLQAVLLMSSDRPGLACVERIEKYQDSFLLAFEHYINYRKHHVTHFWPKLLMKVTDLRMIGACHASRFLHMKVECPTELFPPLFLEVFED
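Assay buffer: 20 mM Tris-HCl, 100 mM NaCl, 10% glycerol, 1 mM EDTA, 0.01% NP-40, 1 mM DTT, 1 uM T3, 5% DMSO; TRb LBD 0.6 uM, Texas Red SRC2 20 nM; FP after 5 hr.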
L3MBTL1 inh – inhibitors of human L3MBTL1. Q9Y468. AlphaScreen L3MBTL1–H3K9me1 peptide binding. Potency, µM (doses to about 57.1 µM), for inactives: at the top dose activity, negative = inhibition, usual class: inhibitors. 230,000 tested, 0.66% active; note: nearly all actives have a fitted effect of over 60% in size
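L3MBTL1 50 nM + b-AHA-H3(1-15)K9me1 75 nM, 30 min RT; compound added, 30 min RT; streptavidin donor/Ni-chelate acceptor beads 10 ug/mL each final, 30 min RT dark; AlphaScreen read.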
aGal spleen mod – alpha-galactosidase A (human) modulation | human spleen homogenate, 4MU-alpha-Gal fluorescence, 40 min | Potency, µM (top dose mostly 80 µM), without a hit: at the top dose activity change, negative = inhibition, actives largely listed as inhibitors | 240,000 tested, 0.008% active;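 note: 0% = enzyme with vehicle and -100% = no enzyme basal signal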
Target sequence (P06280 32-429 limits assumed): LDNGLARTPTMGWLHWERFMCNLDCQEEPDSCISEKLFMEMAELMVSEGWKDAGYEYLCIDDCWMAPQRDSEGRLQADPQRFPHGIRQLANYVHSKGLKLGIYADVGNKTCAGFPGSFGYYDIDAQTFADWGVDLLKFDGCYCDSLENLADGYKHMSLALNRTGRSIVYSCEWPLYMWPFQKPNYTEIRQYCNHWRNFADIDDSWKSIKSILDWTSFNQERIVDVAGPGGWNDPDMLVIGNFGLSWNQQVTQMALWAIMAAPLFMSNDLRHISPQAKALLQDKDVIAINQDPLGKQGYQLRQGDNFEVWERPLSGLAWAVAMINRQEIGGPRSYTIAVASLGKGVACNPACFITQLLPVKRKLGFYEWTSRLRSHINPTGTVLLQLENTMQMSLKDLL
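Fluorogenic readout (Ex 365/Em 440 nm) of 4-methylumbelliferone released from 1 mM 4-MU-alpha-galactoside by spleen homogenate, 40 min at 37C, pH 5.0. Data normalized to no-enzyme and enzyme controls; Hill-equation AC50 from compound titrations.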
Tau fluor cs – counter-screen for tau fibril formation inhibitors | tau K18 P301L Alexa594 fluorescence, heparin fibrillization | Potency, µM (top dose mostly 57.7 µM), for the others: top-dose activity change, negative = decrease | 280,000 tested, 0.93% active; note: nearly all actives have a fitted effect of over 55% in size
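Human K18 P301L tau (15 uM unlabeled plus 0.24 uM Alexa 594-labeled, final) in 100 mM sodium acetate pH 7 was mixed with compound and 20 uM heparin and incubated 6 hr at 37 C.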
Tau FP inhib – blocks human tau fibril formation measured by polarization; 280,000 tested, 0.39% active; P10636; Potency, µM (doses to about 57.7 µM), for inactives: at the top dose activity, negative = inhibition, usual class: inhibitors; K18 P301L tau heparin fibrillization, Alexa594 FP, 6 h; AID 1468; note: nearly all actives have a fitted effect of over 55% in size
Target sequence (P10636 561-689 P618L limits assumed): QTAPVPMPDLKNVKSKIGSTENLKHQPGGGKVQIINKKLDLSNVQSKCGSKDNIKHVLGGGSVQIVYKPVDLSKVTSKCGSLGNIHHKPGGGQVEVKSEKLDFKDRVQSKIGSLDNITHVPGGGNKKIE
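Heparin (20 uM) drove fibril formation of recombinant tau K18 P301L, 15 uM unlabeled with 0.24 uM Alexa 594 label, for 6 hr at 37 C in 100 mM sodium acetate pH 7. Fluorescence polarization (555/632 nm) read 1 hr after 30 uM ThT.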
Tau ThT inhib – tau fibrillization inhibition (ThT binding); 270,000 tested, 2.1% active; AID 1460; recombinant tau K18 P301L (four-repeat tau fragment), heparin-induced fibrillization, ThT fluorescence; P10636; Potency, µM (top dose mostly 57.4 µM), without a hit: at the highest dose activity, negative = inhibition, actives largely listed as inhibitors; note: nearly all actives have a fitted effect of over 55% in size
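Tau K18 P301L fragment (15 uM unlabeled plus 0.24 uM Alexa 594-labeled) in 100 mM sodium acetate pH 7 with compound, fibrillization induced by 20 uM heparin for 6 hr at 37 C. Thioflavin T (30 uM) added, fluorescence read after 1 hr (ex 450, em 510 nm).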
Starred values were filed as active, the others as inactive; ? = inconclusive; / = no result given; & = joins results of further samples; [ ] = another dose, or the depositor's remark. Unless noted, calls come from the whole dose curve; as a rule, active = well fitted curve in the direction sought with a large enough effect; inconclusive = small, poorly fitted or top-dose-only effect, or another doubt; inactive = no such curve, though single readings can be large; an effect the other way counts as inactive or inconclusive. Unless noted, % is set by controls: 0 for no effect and ±100 for the full control effect; potency is the fitted concentration of half-maximal effect.

compound,TR SRC2 fluor cs,ALDH1A1 block,TRb SRC2 PPI,L3MBTL1 inh,aGal spleen mod,Tau fluor cs,Tau FP inhib,Tau ThT inhib
CN(Cc1ccccc1)C(=O)[C@H](Cc1ccc2ccccc2c1)NC(=O)[C@@H]1C[C@@H](O)CN1C(=O)c1cn(C)c2ccccc12,-3%,-17%,4%,/,-3%,-22%,-4%,?
O=C(COC(=O)CCC(=O)c1cccs1)NC1CC1,-1%,7%,-5%,4%,5%,-2%,-4%,0%
NNC(=O)[C@H]1C[C@@H]1c1ccccc1,2%,-3%,2%,9%,-6%,3%,6%,3%
CC1CC(Nc2ccccc2)=CC(=O)O1 (stereo not given),-3%,?,-2%,/,9%,4%,1%,4%
CCOC(=O)CC1(C)SC(NC(C)=O)=NN1C(C)=O (stereo not given),0%,?,-2%,-1%,2%,-16%,-10%[2.34 µM],-4%
COc1ccc(S(=O)(=O)N2CCc3ccccc32)cc1C(=O)OCC(=O)c1c(N)n(C)c(=O)n(C)c1=O,-1%,-2%,4%,-5%,-22%,-1%,1%,3%
COCc1cc(C)nc(SCC(=O)Nc2ccccc2C)c1C#N,-1%,2%,-5%,9%,-7%,-7%,-11%,-1%
Cn1c(=O)c2c(-c3ccccc3Br)n(C(C)(C)C)cc2n(C)c1=O,-3%,/,2%,/,/,-7%,2%,-12%
C=CCOc1ccc(/C=C/C(C)=N\O)cc1,0%,-5%,5%,11%,-25%,-14%,-6%,-15%
COc1ccc(C2CC(=O)c3cnc4c(-c5ccccc5)c(C)nn4c3C2)c(OC)c1 (stereo not given),1%,/,1%,/,/,-20%,1%,-12%

(next part)
compound,TR SRC2 fluor cs,ALDH1A1 block,TRb SRC2 PPI,L3MBTL1 inh,aGal spleen mod,Tau fluor cs,Tau FP inhib,Tau ThT inhib
CCOc1ccccc1NC(=O)C(OC(=O)c1ccccc1)c1ccccc1 (stereo not given),0%,?,-1%,20%,-17%,-20%,5%,-1%
COc1ccc(-c2[nH]ncc2/C=N/NC(=O)c2cccc([N+](=O)[O-])c2)cc1OC,-5%,?,9%,-14%,-2%,-6%,-12%,-10%
O=C(CCc1ccc(S(=O)(=O)NCCc2ccccc2)cc1)NCc1ccc2c(c1)OCO2,0%,?,0%,/,-2%,-21%,-2%,-9%
COc1ccc2c(COC(=O)c3n[nH]c4ccccc34)cc(=O)oc2c1,1%,?,-16%,/,10%,-27%,-2%,?
O=C1C=C(NC(=O)Nc2ccc(Cl)c(Cl)c2)CCC1,-1%,9%,3%,25%,-9%,-23%,?,9%
O=C(CNS(=O)(=O)c1ccc(F)cc1)Nc1ccc(C(F)(F)F)cc1,1%,12%,-9%,/,-21%,-15%,-6%,0%
COc1ccc(C(C)=O)cc1CSc1nnc(Nc2ccc(C)cc2C)s1,0%,-7%,10%,-12%,-15%,-22%,11%,?
COCCNC(=O)CSc1nc2ccccc2c(=O)n1CCCC(=O)NCc1ccccc1,-1%,3%,8%,2%,6%,-6%,2%,-4%
CCC(=O)c1c[nH]c(C(=O)NCCCn2ccnc2)c1,1%,8%,3%,-5%,-25%,-5%,-1%,-7%
Cc1cccc(NC(=O)c2c(NC(=O)c3ccccc3)sc3c2CCCC3)c1,-40%,/,-3%,/,/,?,?,10µM*

Remaining list, next part:
compound,TR SRC2 fluor cs,ALDH1A1 block,TRb SRC2 PPI,L3MBTL1 inh,aGal spleen mod,Tau fluor cs,Tau FP inhib,Tau ThT inhib
COc1ccc(C2CC(c3ccc(Br)cc3)=NN2C(=O)CN2CCCC2)cc1 (stereo not given),-1%,/,-3%,?,-1%,-13%,0%,-13%
CC(=O)OCc1cnc(C)c2oc(=O)c(C(=O)Nc3ccc(F)cc3C)cc12,-1%,/,-8%,/,/,-15%,-5%,?
O=C(Cn1nc(Cl)nc1Cl)c1ccc2c(c1)OCCO2,-4%,1.1µM*,-3%,0%,6%,4%,4%,-13%
Cc1ccc(N2CCN(C(=O)NCc3noc4ccc(C)cc34)CC2)c(C)c1,0%,/,4%,/,/,-26%,5%,?
O=[N+]([O-])c1ccc(NC(=S)NCCc2ccccc2)cc1,-1%,?,-2%,-9%,5%,13µM*[quencher],?,?
Cc1ccc(/C=C/C(=O)NC(=S)N2CCN(c3ccc(F)cc3)CC2)cc1,-4%,/,5%,5%,5%,-7%,-8%,-4%
O=C(Nc1ccccc1)N1CCN(c2ncccn2)CC1,3%,1%,-15%,4%,0%,-13%,-4%,-6%
CC(=O)c1cc(-c2ccccc2)n(CCC(=O)NCc2ccc(C)cc2)c1C,3%,/,1%,/,/,-5%,5%,-7%
COc1ccc(NC(=O)COC(=O)CCCc2c[nH]c3ccccc23)cc1OC,0%,-2%,-1%,-13%,-6%,?,13%,?
O=C(NCc1ccc(Cl)cc1Cl)C(=O)N1CCCCC1,4%,15%,-18%,/,4%,-1%,-3%,1%

3 compounds out of the list, ordered by heavy-atom count, ascending:
compound,TR SRC2 fluor cs,ALDH1A1 block,TRb SRC2 PPI,L3MBTL1 inh,aGal spleen mod,Tau fluor cs,Tau FP inhib,Tau ThT inhib
O=[N+]([O-])c1ccc(NC(=S)NCCc2ccccc2)cc1,-1%,?,-2%,-9%,5%,13µM*[quencher],?,?
CC(=O)OCc1cnc(C)c2oc(=O)c(C(=O)Nc3ccc(F)cc3C)cc12,-1%,/,-8%,/,/,-15%,-5%,?
COc1ccc(NC(=O)COC(=O)CCCc2c[nH]c3ccccc23)cc1OC,0%,-2%,-1%,-13%,-6%,?,13%,?

Remaining list, next part:
compound,TR SRC2 fluor cs,ALDH1A1 block,TRb SRC2 PPI,L3MBTL1 inh,aGal spleen mod,Tau fluor cs,Tau FP inhib,Tau ThT inhib
O=C(NC(=S)Nc1ccccc1)c1cncc(C#Cc2ccccc2)c1,-1%,/,3%,1%,4%,-2%,-8%,?
CC1(C)CC(=O)C2=C(C1)Nc1ccccc1NC2c1ccccn1 (stereo not given),1%,?,9%,/,3%,6%,-1%,9%
COc1cc(NS(=O)(=O)c2ccc(C)c(C)c2)c(OC)cc1Cl,2%,?,-5%,/,-4%,-22%,5%,-13%
CC(C)(C)NC(=O)C(c1ccncc1)N(C(=O)CNC(=O)c1ccco1)c1ccc2c(c1)OCO2 (stereo not given),3%,1%,-1%,?,5%,-1%,-3%,-9%
CN1CCN(c2ccc(NC(=O)c3ccc(C(F)(F)F)cc3)cn2)CC1,-4%,5%,-1%,-17%,6%,-4%,2%,-6%
CC(=O)c1ccc(NC(=O)Cn2ncc3c(C)n(Cc4ccc(F)cc4)c(C)c3c2=O)cc1,-2%,/,-2%,/,/,?,-13%,?
CC(C(=O)Nc1ccc(F)c(F)c1F)N(C)CC(=O)Nc1ccccc1Br (stereo not given),2%,7%,2%,6%,0%,-9%,7%,-1%
CC1(c2nnc(-c3ccccc3)o2)CC(c2cccnc2)=NO1 (stereo not given),-2%,/,-4%,/,-2%,7%,-2%,5%
COc1cc(/C=N/NC(=O)CCN2CCN(c3ccccc3)CC2)cc(OC)c1OC,-1%,-11%,-7%,-2%,5%,-5%,-3%,-11%
Cc1c(NC(=O)CN2CCN(c3ccc([N+](=O)[O-])cc3)CC2)c(=O)n(-c2ccccc2)n1C,-2%,?,-5%,/,-3%,1%,4%,?

More compounds:
compound,TR SRC2 fluor cs,ALDH1A1 block,TRb SRC2 PPI,L3MBTL1 inh,aGal spleen mod,Tau fluor cs,Tau FP inhib,Tau ThT inhib
Cn1nc(-c2ccccc2)c(CO)c1Sc1ccccc1,-4%,-4%,0%,/,3%,-7%,-1%,-5%
CC1CCCCC1NC(=O)Cn1c(CN2CCCCC2)nc2ccccc2c1=O (stereo not given),0%,1%,5%,4%,1%,3%,5%,0%
Cc1ccc(CN2C(=O)c3ccccc3C2C(=O)NCc2cccnc2)cc1 (stereo not given),-3%,-15%,4%,/,3%,-8%,3%,-11%
COCCNC(=O)Cn1c(=O)n(Cc2ccc(C(=O)NCCc3ccc(OC)c(OC)c3)cc2)c(=O)c2ccccc21,0%&-3%,-2%,3%&-3%,/,3%,-14%&-8%,-2%&4%,-13%&-8%
Cc1nc(N2CCCCC2C)c2c(C)c(C(=O)Nc3ccccc3C(F)(F)F)sc2n1 (stereo not given),-3%,?,-3%,/,24%,-12%,-6%,-15%
O=C(O)c1cccc(NC(=O)C2CC(=O)N(Cc3ccccc3)C2)c1 (stereo not given),-4%,7%,4%,-4%,9%,3%,3%,-2%
CCOc1ccc(N2CC(c3nc4ccccc4n3CCCOc3ccccc3)CC2=O)cc1 (stereo not given),8%,/,1%,/,/,-12%,6%,?
CCCCNC(=O)CC(=O)Nc1ccccc1C(=O)O,-2%,3%,3%,4%,-5%,-13%,0%,-5%
CC(C)(C)NC(=O)c1cnn2c(C(F)F)cc(-c3ccccc3)nc12,-1%,/,1%,/,/,1%,4%,3%
c1ccc2sc(Sc3ncnc4sccc34)nc2c1,-1%,-5%,11%,5%,-3%,-16%,-5%,?

The list goes on.
compound,TR SRC2 fluor cs,ALDH1A1 block,TRb SRC2 PPI,L3MBTL1 inh,aGal spleen mod,Tau fluor cs,Tau FP inhib,Tau ThT inhib
CCCc1cc(=O)[nH]c(SCC(=O)N2CCCc3ccccc32)n1,-1%[53 µM],?,11%[53 µM],-6%,-2%,-10%,-5%,?
O=C(Nc1cc(C(=O)N2CCOCC2)cc(C(=O)N2CCOCC2)c1)c1cc(F)c(F)cc1Cl,3%,8%,-6%,11%,-1%,4%,7%,-1%
Cc1c(N)cccc1-n1cccc1,1%,7%,4%,/,2%,-14%,1%,-11%
O=C(CSC1=NCCS1)c1ccc(Cl)cc1,5%,?,0%,1%,-2%,-7%,?,?
COc1ccc(NC(=O)CS(=O)(=O)c2cn(CC(=O)N3CCOCC3)c3ccccc23)cc1,-3%,?,1%,/,3%,5%,-1%,2%
CC[n+]1ccc(C)c2cc(P(=O)(c3ccccc3)c3ccccc3)ccc21,0%,-3%,-7%,/,-1%,-20%,-3%,?

Assay outcomes (PubChem)
